Compound activity as filed in PubChem BioAssay.
Arr AP2 block – blocks beta-arrestin peptide binding to AP2 adaptin; 340,000 compounds, 0.31% hits; inhibition, % at 10 µM; FITC-arrestin peptide / GST-AP2 beads, flow cytometry; AP2 beta2 appendage carries R879A mutation;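 active = inhibition above a set limit, near 3 SD of compounds lacking own fluorescence, cut at about 54% in these data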;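 also: plate controls were DMSO wells for no effect and 5 µM unlabelled arrestin peptide for full effect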
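System: GST-AP2 R879A glutathione beads | Also added: FITC-arrestin peptide, 50 nM | Times: 12 min plus 1 h, RT | Signal: Bead flow cytometry, FITC channel | Buffer or medium: PBS with 0.05% Tween 20 and 0.1% BSA | Read-out basis: Percent drop in bead-associated FITC signal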
PKA-R1A act – PKA-R1A complex activation; P00514+P68181; PKA-R1A dissociation, Cy5-IP20 fluorescence polarization; scaled: DMSO 0%, 113 µM cGMP 100%; activation, % at 11.4 µM; 340,000 compounds, 0.083% hits; AID 504707;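 active = percent activation above the mean of all tested compounds plus 3 SD, cut at about 19% in these data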;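 also: higher means more PKAc released from R1A so a rise in polarization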
OPRM1-OPRD1 inv – inverse agonist of human OPRM1-OPRD1 heterodimerization; cell-based MOR-DOR heterodimer luminescence, inverse agonism; inhibition, % at 9.3 µM; 340,000 compounds, 0.21% hits; in the data active = inhibition above about 22%, passing the limit was not always enough;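 also: 0% = cells with DMSO and 100% = wells without cells with DMSO; values of inactives mirror those of a sister screen read the other way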
MOR-DOR ag – agonists of human mu-delta opioid receptor heterodimerization. 340,000 compounds, 0.3% hits. activation, % at 9.3 µM. cells, OPRM1-OPRD1 heterodimerization, luminescence. P35372+P41143; in the data active = activation above about 18%;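 also: 0% = vehicle-treated cells and 100% = reference agonist; values of inactives mirror those of a sister screen read the other way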
HTR5A ag ctr – counter-screen for OPRM1-OPRD1 agonists: human HTR5A agonism; P47898; HTR5A agonist assay, luminescence, cell-based; activation, % at 9.3 µM; 340,000 compounds, 0.61% hits; in the data active = activation mostly above about 9.5%, no sharp cut-off; inactive = mostly below about 7.6%;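 also: 0% = cells with vehicle only and 100% = reference agonist; strong numbers were not always called active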
Target sequence (P47898 whole entry, looked up): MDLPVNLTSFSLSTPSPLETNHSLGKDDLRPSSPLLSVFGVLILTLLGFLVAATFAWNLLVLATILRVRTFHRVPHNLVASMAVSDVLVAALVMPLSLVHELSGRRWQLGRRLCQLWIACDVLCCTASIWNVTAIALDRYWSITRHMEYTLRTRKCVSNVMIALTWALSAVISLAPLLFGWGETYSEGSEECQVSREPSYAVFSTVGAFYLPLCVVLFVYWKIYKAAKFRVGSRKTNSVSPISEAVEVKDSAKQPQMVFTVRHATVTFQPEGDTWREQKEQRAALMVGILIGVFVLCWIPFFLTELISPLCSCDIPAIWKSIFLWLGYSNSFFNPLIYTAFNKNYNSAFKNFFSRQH
HTR5A inv ag – inverse agonist of human HTR5A in OPRM1-OPRD1 counter-screen | inhibition, % at 9.3 µM | AID 504634 | 340,000 compounds, 0.083% hits | HTR5A cell line, luminescence, inverse agonism; in the data active = inhibition mostly above about 23%, no sharp cut-off; inactive = mostly below about 18%;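 also: 0% = cells with DMSO and 100% = no-cell wells with DMSO; some compounds called inactive have numbers as strong as hits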
PKA-R2B act – PKA-R2B complex activation; P22694+P31323; PKA-R2B holoenzyme dissociation, Cy5-IP20 fluorescence polarization; R2B truncated from residue 108, S112A mutant; 0% DMSO only, 100% 113 µM cGMP; activation, % at 11.4 µM; 340,000 compounds, 0.079% hits;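 active = activation above a cutoff set at the mean over all compounds plus 3 SD, cut at about 18% in these data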;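 also: higher means more holoenzyme dissociation and a rise in polarization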
Target sequence (P31323 whole entry, looked up, other chains not shown, the tested form may be a part): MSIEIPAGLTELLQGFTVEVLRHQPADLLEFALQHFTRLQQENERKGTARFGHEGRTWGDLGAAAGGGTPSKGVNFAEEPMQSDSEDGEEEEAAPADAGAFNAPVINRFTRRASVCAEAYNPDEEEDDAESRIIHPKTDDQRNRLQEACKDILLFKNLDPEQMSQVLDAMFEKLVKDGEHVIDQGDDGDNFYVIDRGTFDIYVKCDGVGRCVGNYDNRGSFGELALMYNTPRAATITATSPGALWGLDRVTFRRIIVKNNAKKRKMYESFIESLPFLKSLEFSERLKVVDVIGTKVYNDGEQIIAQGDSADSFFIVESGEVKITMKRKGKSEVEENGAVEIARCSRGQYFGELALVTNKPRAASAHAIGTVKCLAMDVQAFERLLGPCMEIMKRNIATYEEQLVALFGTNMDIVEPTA
Pemphigus Ab inh – human desmoglein-3 autoantibody binding inhibition; P32926; DSG3-coupled beads, scFv-anti-DSG3-GFP binding, flow cytometry; active compounds read low; binding (percent of control), % at 10 µM; 310,000 compounds, 0.48% hits; AID 588358;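 active = binding more than 3 SD below its plate's average and above zero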;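 also: hits lower antibody fragment binding to DSG3; some compounds called inactive have numbers as strong as hits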
DAGLB inhibitor – blocks human DAGLB lipase activity. Q8NCG7. HEK293T DAGLB membrane lysate, EnzChek fluorogenic substrate. inhibition, % at 5.17 µM. 340,000 compounds, 0.059% hits; in the data active = inhibition above about 34%;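 also: 0% = enzyme with vehicle and 100% = wells lacking enzyme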
V-ATPase pH – yeast V-ATPase proton transport regulation by pHLuorin; S. cerevisiae, pHLuorin cytosolic pH fluorescence; response, % at 10 µM; 350,000 compounds, 0.37% hits; in the data active = response mostly above about 7.3%, no sharp cut-off; inactive = mostly below about 5.4%; also: actives read high; inactives centre near 0; some compounds called inactive have numbers as strong as hits; reference of the scale not given here
Active calls of the source: *; nt = not tested or not shown.

Results follow in this order: Arr AP2 block | PKA-R1A act | OPRM1-OPRD1 inv | MOR-DOR ag | HTR5A ag ctr | HTR5A inv ag | PKA-R2B act | Pemphigus Ab inh | DAGLB inhibitor | V-ATPase pH
CCOC(=O)C1CCN(C(=O)c2cc3c(=O)n4cccc(C)c4nc3s2)CC1
→ -8 | 4 | 10 | -1.9 | -1 | 2 | -1 | 111 | -1 | 2
COc1ccc(/C=N/NC(=O)C2C(=O)NCC2c2ccccc2)c(OC)c1 (configuration not stated)
→ 11 | -5 | 4 | -0.5 | -1 | 2 | -6 | 95 | 2 | -5
Fc1ccc(-c2nnc(CSc3nnc4ccccn34)o2)cc1
→ 5 | 6 | 3 | -0.6 | 1 | -3 | -9 | 97 | -1 | -6
O=C(Nn1c(C2CCCCC2)nc2ccccc2c1=O)c1ccc([N+](=O)[O-])cc1
→ 4 | 4 | -32 | 6.9 | 3 | 12 | -11 | 100 | -1 | 4
Cc1c(NC(=O)c2cc(C3CC3)on2)c(=O)n(-c2ccccc2)n1C
→ 0 | 0 | 6 | -1.1 | 10 | -27 | -10 | 98 | 1 | 2
CC(Oc1ccc(C(C)(C)C)cc1)c1ccnc2nc(/N=C/N(C)C)nn12 (configuration not stated)
→ -1 | 6 | 3 | -0.6 | 6 | -18 | -2 | 101 | -1 | 2
CCS(=O)(=O)N1Cc2ccccc2CC1C(=O)Nc1cccc(S(=O)(=O)N(C)C)c1 (configuration not stated)
→ 34 | -5 | 2 | -0.5 | 3 | -13 | -8 | 103 | -3 | -4
CCn1c(CNC(=O)Cc2ccc(OC)cc2)n[nH]c1=S
→ 11 | 6 | 5 | -1.0 | -4 | 11 | -8 | 113 | -1 | 2
CN(CCNC(=O)c1cn(C)c2ccc(S(=O)(=O)N(C)C)cc2c1=O)CCc1ccccc1
→ -1 | 3 | 14 | -2.7 | 3 | -8 | -5 | 111 | -2 | -1
O=C1COc2ccc(C(=O)CSc3nnc(-c4cccs4)n3Cc3ccccc3)cc2N1
→ 1 | 5 | 15 | -2.7 | -3 | 13 | 0 | 95 | -1 | -3
C/C(=N\Nc1ncnc2sc(C)c(C)c12)c1ccccn1
→ -3 | -7 | 7 | -1.4 | 0 | 0 | -1 | 128 | -1 | 70*
CCCCC(=O)NCc1ccccc1Cl
→ 0 | -6 | 11 | -2.1 | -4 | 18 | -1 | 104 | -4 | 1
NC(=O)C1CCN(C(=O)CCC(=O)N2CCOc3ccc(Cl)cc32)CC1
→ -10 | -7 | 5 | -0.9 | -2 | -2 | 1 | 98 | 1 | 2
CN(C)c1ccc(C2C3CCCc4ccccc4C3=NN2C)cc1 (configuration not stated)
→ -6 | 6 | -45 | 8.6 | 3 | -10 | -5 | 107 | -4 | 1
Cc1ccc(OCC(=O)N/N=C\c2c(C)[nH]n(-c3ccccc3)c2=O)c([N+](=O)[O-])c1
→ 2 | -10 | -6 | 0.8 | 0 | 0 | -4 | 86 | 7 | -1
O=CNc1c(Br)cc2c(c1Br)Cc1cc(Br)ccc1-2
→ 0 | 3 | 8 | -1.6 | -2 | 7 | 8 | 87 | 1 | -3
Cc1ccc(S(=O)(=O)NCC(NCc2ccc(F)cc2)c2ccccc2)cc1 (configuration not stated)
→ 6 | 1 | -20 | 4.2 | -4 | 14 | -7 | 102 | -2 | 2
COC(=O)c1ccc(NS(=O)(=O)c2c(C)[nH]c(C)c2C(=O)N2CCCC2)cc1
→ -6 | 0 | 6 | -1.1 | 3 | 12 | 6 | 74 | -2 | 2
COc1ccc(NC(=O)CSc2nc3ccccc3c(=O)n2-c2ccc3c(c2)OCO3)c(OC)c1
→ 9 | 7 | 9 | -1.8 | -3 | 13 | 0 | 98 | 3 | -2
COc1ccccc1NC(=S)NCCSc1ccc(C)cc1
→ -2 | -10 | 11 | -2.3 | 0 | -6 | -11 | 85 | -1 | 1

(more compounds)
Results follow in this order: Arr AP2 block | PKA-R1A act | OPRM1-OPRD1 inv | MOR-DOR ag | HTR5A ag ctr | HTR5A inv ag | PKA-R2B act | Pemphigus Ab inh | DAGLB inhibitor | V-ATPase pH
C=CCN1C2CCCC1CC(NC(=S)Nc1ccc(Cl)cc1)C2 (configuration not stated)
→ -11 | -3 | -16 | 3.4 | -5 | 14 | -13 | 104 | 0 | -2
CCOC(=O)c1oc2cc(O)ccc2c(=O)c1-c1csc(C)n1
→ 25 | -11 | 23 | -4.1 | -5 | 13 | 8 | 107 | 1 | 1
COc1ccc(OC)c(N=C(N)N=C(N)N)c1
→ 22 | -6 | 1 | -0.1 | -2 | 15 | 3 | 103 | 0 | 0
Cc1ccc(C(CC(N)=O)c2ccco2)cc1 (configuration not stated)
→ 7 | -5 | -3 | 0.5 | 0 | -5 | -14 | 84 | -1 | 1
CC1Cc2cc(S(=O)(=O)N3CCC(C(=O)N(C)Cc4ccco4)CC3)ccc2N1C(=O)C1CCC1 (configuration not stated)
→ 1 | -1 | 5 | -1.0 | 4 | 13 | -2 | 101 | -1 | 2
COC(=O)c1cc(Cl)c(NC(=O)c2ccc(C(C)(C)C)cc2)cc1OC
→ -8 | -1 | -15 | 2.9 | 4 | -10 | 2 | 102 | -8 | -6
O=C(NCc1ccccc1)N1CCC(Cc2ccccc2)CC1
→ 6 | -3 | 0 | -0.1 | 6 | 22 | -7 | 106 | -6 | 1
Cc1ccccc1NCc1ccc([N+](=O)[O-])s1
→ 14 | 3 | 1 | -0.1 | -4 | 13 | 7 | 102 | 1 | 0
O=C(NCC(Cl)c1ccc2ccccc2c1)c1c(F)cccc1F (configuration not stated)
→ -20 | -10 | -8 | 1.5 | 3 | -13 | 9 | 99 | -2 | -3
O=C(Cc1cccs1)N/N=C/C=C\c1ccco1
→ -8 | -9 | 8 | -1.2 | -3 | 7 | 6 | 91 | 0 | -1
O=C(Cn1ccnc1)c1ccc(O)c(O)c1
→ 24 | -1 | -6 | 1.0 | 0 | 1 | -5 | 106 | 3 | -3
CCN(CC)CCNC(=O)C1(O)c2cc(Br)ccc2NC(=O)N1c1ccc(Cl)cc1 (configuration not stated)
→ -5 | 7 | 14 | -2.4 | 1 | -4 | 4 | 95 | -4 | -4
CC(C)=C1C2CCC1C1C(=O)N(c3nccs3)C(=O)C21 (configuration not stated)
→ 21 | 12 | 2 | -0.4 | -1 | 4 | 0 | 102 | 1 | 2
CC(C)c1ccc(/C=C(\c2nc3ccccc3[nH]2)S(=O)(=O)c2ccccc2)cc1
→ -4 | -3 | -37 | 7.1 | -2 | 13 | -7 | 105 | -2 | -7
CCN(CCCNC(=O)C1CCN(S(=O)(=O)c2cnc[nH]2)CC1)c1cccc(C)c1
→ 26 | 1 | -1 | 0.1 | 11* | -8 | 5 | 107 | 0 | 3
O=S(=O)(c1ccc(F)cc1)c1nc(-c2ccco2)oc1NCCCn1ccnc1
→ nt | -1 | nt | nt | nt | nt | 8 | 106 | 0 | 3
O=C(NCC(=O)N1CC(O)CC1C(=O)N1CC(O)CC1C(=O)OCc1ccccc1)OCc1ccccc1 (configuration not stated)
→ 21 | -2 | 9 | -1.7 | -1 | -5 | 12 | 108 | -2 | -1
C[C@@H]1CN([C@@H](C)CO)C(=O)CCCn2nncc2CO[C@@H]1CN(C)C(=O)c1cc(-c2ccccc2)on1
→ nt | -10 | nt | nt | nt | nt | 0 | nt | 0 | -2
O=C(N/N=C/C=C\c1ccccc1[N+](=O)[O-])c1ccccn1
→ 7 | 0 | 6 | -1.0 | -7 | 17 | 0 | 87 | 0 | -1
C=C(C)C1CC=C(C)/C(=N/NC(=O)c2ccoc2C)C1 (configuration not stated)
→ 1 | -3 | 0 | 0.1 | -3 | -12 | -5 | 88 | -2 | 0

Looked up above.
COC(=O)c1cc(Cl)c(NC(=O)c2ccc(C(C)(C)C)cc2)cc1OC @ V-ATPase pH = -6
O=C(NCc1ccccc1)N1CCC(Cc2ccccc2)CC1 @ PKA-R1A act = -3
C=CCN1C2CCCC1CC(NC(=S)Nc1ccc(Cl)cc1)C2 (configuration not stated) @ PKA-R1A act = -3
CC(C)c1ccc(/C=C(\c2nc3ccccc3[nH]2)S(=O)(=O)c2ccccc2)cc1 @ Arr AP2 block = -4
CCN(CC)CCNC(=O)C1(O)c2cc(Br)ccc2NC(=O)N1c1ccc(Cl)cc1 (configuration not stated) @ PKA-R1A act = 7

The listing continues.
Structure	Arr AP2 block	PKA-R1A act	OPRM1-OPRD1 inv	MOR-DOR ag	HTR5A ag ctr	HTR5A inv ag	PKA-R2B act	Pemphigus Ab inh	DAGLB inhibitor	V-ATPase pH
Cc1cc(C)cc(NC(=O)CSc2nnc(-c3cc(C)[nH]n3)n2N)c1	27	-2	21	-4.0	-2	7	0	98	2	0
COc1ccc(/C=N/NC(=O)c2ccc(Br)cc2)cc1Cn1cc(Cl)cn1	nt	7	-5	0.7	3	-12	-2	109	1	-3
CCc1ccc(S(=O)(=O)Nc2ccc(-c3nc4cccnc4s3)cc2)s1	-2	-3	-16	2.6	8	-37	-13	109	2	-3
CCOc1ccc(NC(=S)Nc2ccc(OC)cc2)cc1	-3	-2	13	-2.8	4	2	-4	98	0	1
Cc1ccc2nc(/C=C/c3cccc(F)c3)ccc2c1	5	2	8	-1.8	2	-12	0	102	-11	1
Cc1ccc(S(=O)(=O)N2CCN(c3ncccn3)CC2)c(C)c1	4	15	8	-1.7	-2	8	-1	124	-1	1
CCC(C)(C(=O)NC1CCCCC1)N(CC1CCCO1)C(=O)Cc1cccs1 (configuration not stated)	6	11	7	-1.3	-1	2	-5	99	-2	2
COc1ccc2[nH]c(C(O)(Cc3cccnc3)Cc3cccnc3)cc2c1	30	4	5	-0.9	-2	11	4	115	-1	4
COc1ccc(CNC(=O)c2ccc(N3CCC4(CC3)CC(c3ccc(Cl)cc3)=NO4)c(NC(=O)Cc3ccc(F)cc3)c2)cc1	31	7	1	-0.1	1	10	5	98	-3	-2
CCSc1nnc(Cc2cc(=O)[nH]c(=O)[nH]2)n1-c1cc(C)ccc1C	-2	-6	0	-0.1	-4	-7	0	102	1	1
N#CC(c1ccccc1)N(CCCCl)C(=O)c1ccccc1 (configuration not stated)	12	2	14	-2.7	1	-3	-2	102	-5	14
Cc1ccccc1NC(=O)C(=O)NCCc1c[nH]c2ccccc12	3	1	-16	3.0	35*	-190	4	114	-5	2
COc1ccc(OC)c2sc(Cl)nc12	13	-8	-1	0.2	-2	5	-9	115	-3	6
COc1ccc(C)cc1NC(=O)c1ccc2c(O)c(S(=O)(=O)c3ccccc3)c(=O)[nH]c2c1	8	-1	8	-1.5	-3	-5	5	106	-1	3

Compound profiles, from the list above. Screens in order: Arr AP2 block, PKA-R1A act, OPRM1-OPRD1 inv, MOR-DOR ag, HTR5A ag ctr, HTR5A inv ag, PKA-R2B act, Pemphigus Ab inh, DAGLB inhibitor, V-ATPase pH
Shown for Cc1ccc2nc(/C=C/c3cccc(F)c3)ccc2c1 = 5, 2, 8, -1.8, 2, -12, 0, 102, -11, 1
Shown for CCSc1nnc(Cc2cc(=O)[nH]c(=O)[nH]2)n1-c1cc(C)ccc1C = -2, -6, 0, -0.1, -4, -7, 0, 102, 1, 1
